hcGAS lum: human cGAS inhibition. AID 1259398. inhibition, % at 12.5 µM. hit rate 0.081% among 290,000. recombinant h-cGAS, ATP depletion, Kinase-Glo luminescence;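 also: 0% = vehicle reaction and 100% = reaction without DNA for no activity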
Target sequence (Q8N884 whole entry, looked up): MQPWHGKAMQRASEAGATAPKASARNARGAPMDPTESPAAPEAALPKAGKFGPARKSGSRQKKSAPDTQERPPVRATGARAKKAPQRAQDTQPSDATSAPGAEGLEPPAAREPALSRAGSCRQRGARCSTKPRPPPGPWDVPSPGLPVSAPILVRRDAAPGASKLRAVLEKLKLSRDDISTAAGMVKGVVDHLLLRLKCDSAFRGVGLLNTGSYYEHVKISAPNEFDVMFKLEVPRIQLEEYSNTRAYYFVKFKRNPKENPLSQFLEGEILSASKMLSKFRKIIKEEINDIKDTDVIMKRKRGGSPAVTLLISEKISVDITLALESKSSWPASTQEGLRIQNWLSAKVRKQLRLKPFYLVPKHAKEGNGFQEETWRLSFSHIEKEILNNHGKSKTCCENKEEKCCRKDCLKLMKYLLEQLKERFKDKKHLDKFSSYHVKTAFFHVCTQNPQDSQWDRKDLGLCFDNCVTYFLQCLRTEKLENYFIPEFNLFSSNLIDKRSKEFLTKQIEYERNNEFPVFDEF
NPYLR7 agonist: mosquito NPYLR7 agonism | activation, % at 10 µM | hit rate 0.15% among 270,000 | HEK293T NPYLR7/Galpha15, GCaMP6s calcium fluorescence | AID 1259423; in the data active = activation above about 40%;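 also: 0% = vehicle and 100% = reference agonist at the receptor; some compounds past the cut are filed as inactive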
mcGAS inh: inhibitors of mouse cGAS. Q8C6L5. recombinant cGAS, Kinase-Glo ATP depletion luminescence. inhibition, % at 12.5 µM. hit rate 0.15% among 160,000;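 also: 0% = negative control wells and 100% = reference inhibitor with no enzyme activity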
An asterisk follows results filed as active; & = joins results of further samples. Rule as the data show it, unless noted: active = inhibition above about 40%; inactive = the rest.

`O=C(Cn1cc(Cl)cn1)N1C[C@@H](CN2CCOCC2)C[C@H](CO)C1` gave hcGAS lum -12 and mcGAS inh -6.
Screening CSCCC(NC(=O)c1cc(Cl)ccn1)C(=O)O (centres undefined) returned hcGAS lum -7 and NPYLR7 agonist -1.
Screening O=C(NC(=S)NC1CCS(=O)(=O)C1)c1cccc([N+](=O)[O-])c1 (centres undefined) returned hcGAS lum -2 and NPYLR7 agonist 1.
Screening CCCCN(CC(=O)N1c2ccccc2-n2cccc2C1c1ccc(F)cc1)C(=O)c1cc(C(F)(F)F)cc(C(F)(F)F)c1 (centres undefined) returned hcGAS lum -7, NPYLR7 agonist 12 and mcGAS inh -6.
`CCOC(=O)c1nc2cc(Cl)c(Cl)cc2nc1N1CCCN(C(=O)c2snnc2C)CC1` gave hcGAS lum -4, NPYLR7 agonist 5 and mcGAS inh -6.
Cc1cc(C(=O)N2CCOc3c(O)cc(-c4ccccc4C)cc3C2)no1 was read as hcGAS lum 4 and NPYLR7 agonist -2.
Screening CCN(CC)S(=O)(=O)c1ccc(N2CCN(C(C(N)=O)c3ccccc3)CC2)nc1 (centres undefined) returned hcGAS lum -7, NPYLR7 agonist 5 and mcGAS inh -8.
CCC(=O)N1CCCC1(C)C(=O)Nc1cc(OC)ccc1OC (centres undefined) was read as hcGAS lum -12, NPYLR7 agonist -2 and mcGAS inh -7.
Screening C=CCCC(=O)N1C(C)CC(C(=O)NC(C)CC)C2CCCCC21 (centres undefined) returned hcGAS lum 4 and NPYLR7 agonist 2.
For COc1cccc(OCCCOc2cccc(Cl)c2Cl)c1 the results were hcGAS lum 0 and NPYLR7 agonist -6.
c1cnc(CCNc2nccc(C3CCCC3)n2)cn1 was read as hcGAS lum -6 and NPYLR7 agonist -10.
Screening CCCNC(=O)CSc1c(C(C)C)cnc2c1c(=O)n(C)c(=O)n2C returned hcGAS lum -2, NPYLR7 agonist 8 and mcGAS inh -7.
CCOC(=O)c1c(C)n(-c2ccccc2)c2ccc(OC(=O)c3ccccc3[N+](=O)[O-])cc12 was read as hcGAS lum 1 and NPYLR7 agonist -11.
`Cc1noc(C)c1C(=O)NC12CC3CC(CC(C3)C1)C2` gave hcGAS lum -14 and NPYLR7 agonist 0.
For Cc1nc(C2(NS(=O)(=O)c3ccccc3)CCC2)no1 the results were hcGAS lum -7&3, NPYLR7 agonist 5&4 and mcGAS inh -19&-4.
Cc1cccn2c(=O)c3cc(C(=O)N4CCCC(C)C4)n(C)c3nc12 (centres undefined) was read as hcGAS lum -6 and NPYLR7 agonist -1.
`Cn1cc(CCC(=O)N2CCCC(CCc3ccccc3C(F)(F)F)C2)cn1` (centres undefined) gave hcGAS lum -6, NPYLR7 agonist 1 and mcGAS inh -9.
Screening CCCCn1c(N)c(N(C)Cc2nc(-c3cccs3)no2)c(=O)[nH]c1=O returned hcGAS lum -7, NPYLR7 agonist 4 and mcGAS inh -16.
CCc1cnc(C)nc1NCc1cncn1CC(C)C was read as hcGAS lum -3 and NPYLR7 agonist 19.
`Cc1ccc(S(=O)(=O)N(C)CCOC23CC4CC(CC(C4)C2)C3)cc1` gave hcGAS lum -9 and mcGAS inh -5.
`O=C(CCN1CCN(Cc2ccc(Br)s2)CC1)Nc1cccc(F)c1` gave hcGAS lum 2, NPYLR7 agonist -3 and mcGAS inh -1.
CC(C)(C(=O)OCc1cccc(OCC(N)=O)c1)c1ccccc1 was read as hcGAS lum -14 and NPYLR7 agonist 0.
O=C(NC1CCN(C(=O)c2c(F)cccc2F)CC1)c1nccnc1NC(=O)C1CCCCC1 was read as hcGAS lum -10 and mcGAS inh -7.
c1ccc(CCc2noc(CN3CCCC(c4ccccc4)CC3)n2)cc1 (centres undefined) was read as hcGAS lum 10, NPYLR7 agonist 5 and mcGAS inh -1.
Screening COc1ccc(Cc2nc3ccc(C(=O)NCc4cccc(C)n4)cc3o2)cc1OC returned hcGAS lum -5 and NPYLR7 agonist 19.
For COc1cc(/C=C/c2nc3sc4c(c3c(=O)[nH]2)CCCC4)ccc1OCC#N the results were hcGAS lum -8 and NPYLR7 agonist 4.
Screening CN(C1CCCCC1)S(=O)(=O)N1CCCC(C(=O)NC2CCCC2)C1 (centres undefined) returned hcGAS lum -6 and NPYLR7 agonist 1.
`O=C(CCc1nc2ccccc2[nH]c1=O)OCc1cccc([N+](=O)[O-])c1` gave hcGAS lum -9 and NPYLR7 agonist 3.
Screening Cc1ccccc1-c1noc(CNC(=O)C2CC(C(C)C)=NO2)n1 (centres undefined) returned hcGAS lum -4, NPYLR7 agonist -5 and mcGAS inh -12.
`COc1cc(C)ccc1Oc1cc(N2CCc3ccccc3C2)ncn1` gave hcGAS lum -6, NPYLR7 agonist -9 and mcGAS inh -5.
COCCCN1CC2=C(C1=O)C(c1ccc(C)cc1C)NC(=O)N2C (centres undefined) was read as hcGAS lum -6, NPYLR7 agonist 24 and mcGAS inh -9.
`O=C(CCn1cnnn1)N1CCC2(CCCN(CCc3ccccc3)C2=O)C1` (centres undefined) gave hcGAS lum -8 and NPYLR7 agonist 4.
Screening CCOC(=O)C1CCCN(S(=O)(=O)C2CON(C)C2c2ccc(Cl)cc2Cl)C1 (centres undefined) returned hcGAS lum -19 and NPYLR7 agonist 4.
Screening CCNC(=O)NC(=O)COC(=O)CC1CC2CCC1C2 (centres undefined) returned hcGAS lum -5 and NPYLR7 agonist 10.
CCc1nc2ccc(C(=O)NCc3ccc(OC)cc3)cn2c1N(C)CCCc1ccccc1 was read as hcGAS lum -6, NPYLR7 agonist 14 and mcGAS inh -2.
For COc1ccc(C)cc1NC(=O)COC(=O)C1(c2ccccc2F)CCCC1 the results were hcGAS lum -7 and NPYLR7 agonist 3.
For CCOC(=O)c1[nH]c2ccc(Cl)cc2c1CCN1C(=O)c2ccccc2C1=O the results were hcGAS lum 2, NPYLR7 agonist 13 and mcGAS inh -8.
For Cn1ccnc1SCC(=O)Nc1ccccc1SC(F)F the results were hcGAS lum 3 and NPYLR7 agonist -7.
CCOC(=O)C1=C(C)N=c2s/c(=C/c3cc(Br)ccc3OC(C)=O)c(=O)n2C1c1ccccc1 (centres undefined) was read as hcGAS lum -1, NPYLR7 agonist -5 and mcGAS inh 19.
Screening CC1CCN(Cn2nc(-c3cccnc3)n(Cc3ccco3)c2=S)CC1 returned hcGAS lum -4, NPYLR7 agonist 3 and mcGAS inh -7.

15 entries from above, arranged by count of non-hydrogen atoms, largest number first.
Screening CCCCN(CC(=O)N1c2ccccc2-n2cccc2C1c1ccc(F)cc1)C(=O)c1cc(C(F)(F)F)cc(C(F)(F)F)c1 (centres undefined) returned hcGAS lum -7, NPYLR7 agonist 12 and mcGAS inh -6.
CCOC(=O)C1=C(C)N=c2s/c(=C/c3cc(Br)ccc3OC(C)=O)c(=O)n2C1c1ccccc1 (centres undefined) was read as hcGAS lum -1, NPYLR7 agonist -5 and mcGAS inh 19.
CCOC(=O)c1c(C)n(-c2ccccc2)c2ccc(OC(=O)c3ccccc3[N+](=O)[O-])cc12 was read as hcGAS lum 1 and NPYLR7 agonist -11.
`CCOC(=O)c1nc2cc(Cl)c(Cl)cc2nc1N1CCCN(C(=O)c2snnc2C)CC1` gave hcGAS lum -4, NPYLR7 agonist 5 and mcGAS inh -6.
Screening CCN(CC)S(=O)(=O)c1ccc(N2CCN(C(C(N)=O)c3ccccc3)CC2)nc1 (centres undefined) returned hcGAS lum -7, NPYLR7 agonist 5 and mcGAS inh -8.
`O=C(CCn1cnnn1)N1CCC2(CCCN(CCc3ccccc3)C2=O)C1` (centres undefined) gave hcGAS lum -8 and NPYLR7 agonist 4.
Cc1cc(C(=O)N2CCOc3c(O)cc(-c4ccccc4C)cc3C2)no1 was read as hcGAS lum 4 and NPYLR7 agonist -2.
`COc1cc(C)ccc1Oc1cc(N2CCc3ccccc3C2)ncn1` gave hcGAS lum -6, NPYLR7 agonist -9 and mcGAS inh -5.
Screening CCCNC(=O)CSc1c(C(C)C)cnc2c1c(=O)n(C)c(=O)n2C returned hcGAS lum -2, NPYLR7 agonist 8 and mcGAS inh -7.
Screening Cc1ccccc1-c1noc(CNC(=O)C2CC(C(C)C)=NO2)n1 (centres undefined) returned hcGAS lum -4, NPYLR7 agonist -5 and mcGAS inh -12.
CCC(=O)N1CCCC1(C)C(=O)Nc1cc(OC)ccc1OC (centres undefined) was read as hcGAS lum -12, NPYLR7 agonist -2 and mcGAS inh -7.
Screening O=C(NC(=S)NC1CCS(=O)(=O)C1)c1cccc([N+](=O)[O-])c1 (centres undefined) returned hcGAS lum -2 and NPYLR7 agonist 1.
For COc1cccc(OCCCOc2cccc(Cl)c2Cl)c1 the results were hcGAS lum 0 and NPYLR7 agonist -6.
Screening CCNC(=O)NC(=O)COC(=O)CC1CC2CCC1C2 (centres undefined) returned hcGAS lum -5 and NPYLR7 agonist 10.
Screening CSCCC(NC(=O)c1cc(Cl)ccn1)C(=O)O (centres undefined) returned hcGAS lum -7 and NPYLR7 agonist -1.

Next structures.
For COc1ccc2c(c1)CCN(S(=O)(=O)CCNC(=O)c1ccc3nsnc3c1)C2 the results were hcGAS lum -2 and NPYLR7 agonist 8.
Screening CCc1cccc(NC(=O)C(NS(=O)(=O)c2cccs2)C(C)C)c1 (centres undefined) returned hcGAS lum 8 and NPYLR7 agonist 3.
Cc1[nH]cnc1CNC(C)c1ccccc1 (centres undefined) was read as hcGAS lum 1 and mcGAS inh 0.
For CC(C)(C)N1CCCN(C(=O)c2ccc3nc[nH]c3c2)CC1 the results were hcGAS lum -10, NPYLR7 agonist 9 and mcGAS inh -7.
Screening O=C(c1ccco1)N1CCN(C(c2cccs2)C2Sc3ncnn3C2=O)CC1 (centres undefined) returned hcGAS lum 4, NPYLR7 agonist 2 and mcGAS inh 0.
Screening CO[C@H]1C(=O)N(C)C2(CCN(C(=O)Nc3ccccc3)CC2)[C@@H]1C(=O)N(C)c1ccccc1 returned hcGAS lum 1, NPYLR7 agonist 23 and mcGAS inh -7.
`O=S(=O)(c1cc(F)c(F)cc1F)N1CCN(c2nccc(-c3cccc(C(F)(F)F)c3)n2)CC1` gave hcGAS lum -8, NPYLR7 agonist 14 and mcGAS inh -9.
For CC(C)(Oc1ccc(Cl)cc1)C(=O)OCC(=O)N1CCCC1 the results were hcGAS lum -12 and NPYLR7 agonist 4.
For CCOc1ncccc1CN1CCC(C(=O)NCCc2ccc(S(N)(=O)=O)cc2)CC1 the results were hcGAS lum 1, NPYLR7 agonist -3 and mcGAS inh -2.
Screening Nc1ccc(N2CCCC2)c(C(=O)NCCN2CCOCC2)c1 returned hcGAS lum -10, NPYLR7 agonist 7 and mcGAS inh -10.
`CC(C)C(Nc1nc(N)nc2ccc(C(=O)O)cc12)c1cccnc1` (centres undefined) gave hcGAS lum 9 and NPYLR7 agonist 2.
COc1cc(C(=O)NCCc2csc3nc(-c4cccc(F)c4)nn23)c([N+](=O)[O-])cc1OC was read as hcGAS lum 0, NPYLR7 agonist 15 and mcGAS inh -5.
For CCOC(=O)c1cc(-c2ccccc2)sc1NC(=O)CC1CCCC1 the results were hcGAS lum -7, NPYLR7 agonist 5 and mcGAS inh -4.
Screening CCCCCCC(=O)NC1CC2CCC(C1)N2Cc1ccc2c(c1)OCO2 (centres undefined) returned hcGAS lum -4, NPYLR7 agonist 17 and mcGAS inh -6.
O=C(N1CCCC1C1CCCCC1)n1ccnc1 (centres undefined) was read as hcGAS lum -10 and NPYLR7 agonist -8.
Screening CCOC(=O)c1sc(=S)n(CC)c1N returned hcGAS lum -3&-3 and NPYLR7 agonist -9&0.
`N#Cc1cccc(OC2CC3CCC(C2)N3C(=O)c2ccc(CSCc3cccs3)cc2)c1` (centres undefined) gave hcGAS lum -6, NPYLR7 agonist -1 and mcGAS inh -7.
For Cc1cccc(CSc2nc3c(c(=O)n2C)SCC3)c1 the results were hcGAS lum -8, NPYLR7 agonist -1 and mcGAS inh -6.
Screening Cc1nc2c(c(N3CCCC3)n1)CN(C(=O)Nc1ccc(Cl)c(Cl)c1)CC2 returned hcGAS lum -8, NPYLR7 agonist 16 and mcGAS inh -7.
Cc1cc(C(=O)N(Cc2ccccn2)c2nc3ccccc3s2)nn1C was read as hcGAS lum -5 and NPYLR7 agonist 5.
Screening Cc1nc(-c2ccccc2)sc1C(=O)NCCCn1nc(-c2ccncc2)ccc1=O returned hcGAS lum -7 and NPYLR7 agonist 8.
`CC(C)C(=O)N(CC(=O)N(CCc1c[nH]c2ccccc12)Cc1ccc(C(C)(C)C)cc1)C(C)C` gave hcGAS lum -6, NPYLR7 agonist 1 and mcGAS inh -4.
O=C(c1nnc2n1CCN(Cc1ccccc1)C2)N1CCOCC1 was read as hcGAS lum -6 and NPYLR7 agonist 12.
For O=C(NCCc1csc(-c2cccnc2)n1)C1CC2(CCNCC2)CN1 (centres undefined) the results were hcGAS lum -2, NPYLR7 agonist 2 and mcGAS inh -17.
For Cc1cnc(C)c(-c2cc(O)c3c(c2)CN(Cc2nccs2)CCO3)n1 the results were hcGAS lum -4, NPYLR7 agonist 7 and mcGAS inh -16.
Screening CCOc1cccc(CN2CCCC(C(=O)Nc3ccc(-c4ccn[nH]4)cc3)C2)c1O (centres undefined) returned hcGAS lum -6 and NPYLR7 agonist 2.
Screening CC(C)c1c(C(=O)N2CCCCC2)cnn1C returned hcGAS lum -6, NPYLR7 agonist 29 and mcGAS inh -4.
O=C(COc1ccccc1O)N1CC[C@@H](c2ccc3c(c2)OCO3)[C@H](O)C1 was read as hcGAS lum -11, NPYLR7 agonist 10 and mcGAS inh -12.
CCCCN(CC(=O)N1c2ccccc2-n2cccc2C1c1cccc(C)c1)C(=O)Nc1ccccc1OCC (centres undefined) was read as hcGAS lum -2, NPYLR7 agonist 17 and mcGAS inh -4.
`Cc1cccc(-c2nn3c(NC4CCCC4)cc(C)nc3c2C)c1` gave hcGAS lum -2 and NPYLR7 agonist 1.
Screening COc1ccc(Cl)c2sc(N(Cc3cccnc3)C(=O)c3ccccc3S(C)(=O)=O)nc12 returned hcGAS lum 3 and NPYLR7 agonist 8.
`CC1Cc2c(NC(=O)c3c[nH]c4ccccc34)nn(C)c2NC1=O` (centres undefined) gave hcGAS lum -7, NPYLR7 agonist -17 and mcGAS inh -11.
